# L3MBTL1 inh: blocks human L3MBTL1. Q9Y468. AlphaScreen L3MBTL1–H3K9me1 peptide binding. hit rate 0.66% among 230,000. Potency, µM (doses to about 57.1 µM), for inactives: at the highest dose activity, negative = inhibition, actives largely listed as inhibitors; also: nearly all actives have a fitted effect of over 60% in size
#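 Read-out is AlphaScreen signal from streptavidin donor and nickel chelate acceptor beads (10 ug/mL final each) bridging L3MBTL1 (50 nM) and biotinylated K9-monomethylated H3(1-15) peptide (75 nM), after 30 min compound exposure at room temperature.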
# ALDH1A1 block: ALDH1A1 (human) enzyme inhibition | Purified ALDH1A1, NADH fluorescence, propionaldehyde substrate | Potency, µM (titrated, usually from 75.3 µM), for inactives: at the top dose activity, negative = inhibition, actives largely listed as inhibitors | hit rate 7.3% among 220,000; active = well fitted inhibition curve with a large enough effect, not every such curve was filed as active; inconclusive = small, poorly fitted or top-dose-only effect, or another doubt; inactive = no such curve, though single readings can be large or run the other way;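 also: plate controls were no enzyme wells and a reference inhibitor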
# Target sequence (P00352 whole entry, looked up): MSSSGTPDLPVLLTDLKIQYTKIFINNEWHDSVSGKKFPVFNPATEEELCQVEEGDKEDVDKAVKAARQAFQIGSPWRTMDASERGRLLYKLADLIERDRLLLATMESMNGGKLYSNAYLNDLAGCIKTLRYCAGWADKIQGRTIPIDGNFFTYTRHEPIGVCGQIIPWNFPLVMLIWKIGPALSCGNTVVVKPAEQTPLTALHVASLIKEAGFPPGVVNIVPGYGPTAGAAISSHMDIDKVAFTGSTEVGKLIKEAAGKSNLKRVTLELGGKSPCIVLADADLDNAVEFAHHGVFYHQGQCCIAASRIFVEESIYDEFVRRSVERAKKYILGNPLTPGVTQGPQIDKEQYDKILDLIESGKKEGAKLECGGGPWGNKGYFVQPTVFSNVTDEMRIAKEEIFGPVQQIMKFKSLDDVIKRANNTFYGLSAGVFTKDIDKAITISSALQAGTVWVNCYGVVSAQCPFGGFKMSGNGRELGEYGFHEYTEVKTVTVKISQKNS
# aGal spleen mod: inhibits or activates alpha-galactosidase in human spleen homogenate. P06280. human spleen homogenate, 4MU-alpha-Gal fluorescence, 40 min. Potency, µM (highest dose often 80 µM), for the others: at the top dose activity change, negative = inhibition, usual class: inhibitors. hit rate 0.008% among 240,000. AID 2107;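 also: 0% = enzyme with vehicle and -100% = no enzyme basal signal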
# Target sequence (P06280 32-429 limits assumed): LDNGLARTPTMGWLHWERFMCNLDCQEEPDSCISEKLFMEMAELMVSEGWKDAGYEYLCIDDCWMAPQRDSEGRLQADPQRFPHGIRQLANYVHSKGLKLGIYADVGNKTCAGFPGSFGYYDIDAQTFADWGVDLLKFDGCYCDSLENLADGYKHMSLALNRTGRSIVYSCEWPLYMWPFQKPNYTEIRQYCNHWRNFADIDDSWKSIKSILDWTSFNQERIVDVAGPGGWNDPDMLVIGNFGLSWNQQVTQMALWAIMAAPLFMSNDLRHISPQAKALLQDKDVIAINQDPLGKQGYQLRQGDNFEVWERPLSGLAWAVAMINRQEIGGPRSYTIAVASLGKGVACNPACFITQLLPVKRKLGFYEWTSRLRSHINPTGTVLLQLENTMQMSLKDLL
#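 Spleen homogenate 1 ug + cpd (titration) + 4-MU-alpha-D-galactopyranoside 1 mM; 37C 40 min; 50 mM citrate/phosphate pH 5.0, 0.01% Tween-20; stop pH 10; fluorescence 365/440; AC50 via Hill.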
# Tau fluor counter: counter-screen for tau fibril formation inhibitors; Potency, µM (doses to about 57.7 µM), for the others: at the highest dose activity change, negative = decrease; tau K18 P301L Alexa594 fluorescence, heparin fibrillization; hit rate 0.93% among 280,000; also: nearly all actives have a fitted effect of over 55% in size
#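 Human tau K18 P301L (15 uM unlabeled, 0.24 uM Alexa 594-labeled) in 100 mM sodium acetate pH 7 with 20 uM heparin, 6 hr at 37 C. ThT 30 uM added, 1 hr ambient; Alexa 594 FP and total fluorescence read at 555/632 nm.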
# Tau FP inhib: tau fibrillization inhibition (FP) | hit rate 0.39% among 280,000 | K18 P301L tau heparin fibrillization, Alexa594 FP, 6 h | Potency, µM (highest dose often 57.7 µM), for inactives: at the highest dose activity, negative = inhibition, hits mostly inhibitors; also: nearly all actives have a fitted effect of over 55% in size
# Target sequence (P10636 561-689 P618L limits assumed): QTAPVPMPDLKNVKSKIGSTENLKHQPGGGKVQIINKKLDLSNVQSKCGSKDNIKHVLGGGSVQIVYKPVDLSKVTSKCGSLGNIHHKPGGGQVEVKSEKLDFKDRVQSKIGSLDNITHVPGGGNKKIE
#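 Heparin (20 uM) drove fibril formation of recombinant tau K18 P301L, 15 uM unlabeled with 0.24 uM Alexa 594 label, for 6 hr at 37 C in 100 mM sodium acetate pH 7. Fluorescence polarization (555/632 nm) read 1 hr after 30 uM ThT.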
# TR SRC2 fluor cs: Texas Red fluorescence interference in TRb-SRC2 counter-screen; TRb/SRC2 Texas Red total fluorescence interference; AID 1479; Potency, µM (highest dose often 106 µM), without a hit: top-dose fluorescence change, negative = quenching; hit rate 0.29% among 280,000; active = well fitted curve in either direction with a large enough effect; inconclusive = small, poorly fitted or top-dose-only effect
#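 Human TRβ ligand-binding domain (0.6 uM) and Texas Red SRC2 peptide (20 nM) in Tris buffer with 1 uM T3 and 5% DMSO were incubated with pinned compound for 5 hr at ambient temperature. Total fluorescence was computed as S + 2P (555/632 nm).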
# TRb SRC2 PPI: inhibitors of human thyroid hormone receptor beta-SRC2 interaction; TRbeta-SRC2 peptide binding, fluorescence polarization; receptor liganded with 1 µM T3; AID 1469; hit rate 0.065% among 280,000; Potency, µM (top dose mostly 106 µM), for the others: at the top dose activity change, negative = inhibition, hits mostly inhibitors;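 also: plate controls were bound peptide for no effect and peptide without receptor for full effect; nearly all actives have a fitted effect of over 50% in size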
#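 TRb LBD 0.6 uM + Texas Red SRC2 peptide 20 nM, 1 uM T3, Tris buffer w/ 5% DMSO; compound pinned, 5 h RT; FP read ex 555/em 632; normalized to unbound and bound controls.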
# Tau ThT inhib: tau fibrillization inhibition (ThT binding); recombinant tau K18 P301L (four-repeat tau fragment), heparin-induced fibrillization, ThT fluorescence; Potency, µM (series often up to 57.4 µM), inactives show top-dose activity, negative = inhibition, hits mostly inhibitors; hit rate 2.1% among 270,000; AID 1460; also: nearly all actives have a fitted effect of over 55% in size
#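 Tau K18 P301L fragment (15 uM unlabeled plus 0.24 uM Alexa 594-labeled) in 100 mM sodium acetate pH 7 with compound, fibrillization induced by 20 uM heparin for 6 hr at 37 C. Thioflavin T (30 uM) added, fluorescence read after 1 hr (ex 450, em 510 nm).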
# * hit, by the source's call; ? = inconclusive; / = no result given; [ ] = remark or other dose. Unless noted, calls follow the shape of the dose curve; as a rule, active = well fitted curve in the direction sought with a large enough effect; inconclusive = small, poorly fitted or top-dose-only effect, or another doubt; inactive = no such curve, though single readings can be large; an effect the other way counts as inactive or inconclusive. Unless noted, % is scaled to controls: 0 for no effect and ±100 for the full control effect; potency is read from the fitted curve at half-maximal effect.
entry	Structure	L3MBTL1 inh	TRb SRC2 PPI	Tau ThT inhib	ALDH1A1 block	Tau FP inhib	Tau fluor counter	aGal spleen mod	TR SRC2 fluor cs
1	COc1ccc2ncc3c(-c4ccccc4)nn(-c4ccc(C)c(C)c4)c3c2c1	/	-8%	-6%	/	-17%	-10%	/	1%
2	Cc1ccc(C(=O)CSc2nnnn2-c2ccccc2)o1	9%	3%	-5%	3.5µM*	6%	-3%	4%	0%
3	CCCN(CCC)C(=O)/C=C/c1cccc([N+](=O)[O-])c1	/	2%	/	/	3%	0%	5%	-2%
4	COc1ccc(S(N)(=O)=O)cc1N(C)S(=O)(=O)c1ccccc1	-1%	-3%	5%	8%	9%	9%	-20%	-4%
5	C/C=C/c1ccc(OCCOc2ccc(C=O)cc2OC)c(OC)c1	-8%	9%	9%	1%	9%	3%	-8%	1%
6	O=C(NCc1ccc(F)cc1)C1CCN(S(=O)(=O)N2CCOCC2)CC1	/	-1%	0%	2%	-1%	0%	-4%	-2%
7	Cc1noc(C)c1-c1cc(N(C)C)ncn1	/	1%	-4%	7%	-5%	0%	0%	-7%
8	CC(=O)N1CC=CC1(CC(C)C)C(=O)NCC1CC1 (stereo unspecified)	/	6%	-3%	-6%	-8%	-6%	1%	5%
9	Cc1cccc(Cn2c(=O)n(Cc3ccc4c(c3)OCO4)c(=O)c3oc4ccccc4c32)c1	/	6%	4%	/	-11%	-12%	/	-1%
10	COC(=O)c1sc(SC)c(S(=O)(=O)C(C)C)c1N/N=C(\C#N)C(=O)c1ccccc1	-15%	8%	?	7%	9%	-8%	3%	-6%
11	COC(=O)n1ccc(C(=O)Nc2ccccc2F)n1	9%	-1%	-17%	-2%	-2%	-4%	7%	2%
12	c1ccc2[nH]c(CN3CCCCCC3)nc2c1	6%	0%	-8%	-4%	1%	0%	-2%	6%

# One compound at a time, as listed above:
# CCCN(CCC)C(=O)/C=C/c1cccc([N+](=O)[O-])c1 in the list: L3MBTL1 inh: /; TRb SRC2 PPI: 2%; Tau ThT inhib: /; ALDH1A1 block: /; Tau FP inhib: 3%; Tau fluor counter: 0%; aGal spleen mod: 5%; TR SRC2 fluor cs: -2%
# c1ccc2[nH]c(CN3CCCCCC3)nc2c1 in the list: L3MBTL1 inh: 6%; TRb SRC2 PPI: 0%; Tau ThT inhib: -8%; ALDH1A1 block: -4%; Tau FP inhib: 1%; Tau fluor counter: 0%; aGal spleen mod: -2%; TR SRC2 fluor cs: 6%

# Another view of some results above:
2	Cc1ccc(C(=O)CSc2nnnn2-c2ccccc2)o1
3	CCCN(CCC)C(=O)/C=C/c1cccc([N+](=O)[O-])c1
4	COc1ccc(S(N)(=O)=O)cc1N(C)S(=O)(=O)c1ccccc1
5	C/C=C/c1ccc(OCCOc2ccc(C=O)cc2OC)c(OC)c1
6	O=C(NCc1ccc(F)cc1)C1CCN(S(=O)(=O)N2CCOCC2)CC1
7	Cc1noc(C)c1-c1cc(N(C)C)ncn1
screen / no. | 2 | 3 | 4 | 5 | 6 | 7
L3MBTL1 inh | 9% | / | -1% | -8% | / | /
TRb SRC2 PPI | 3% | 2% | -3% | 9% | -1% | 1%
Tau ThT inhib | -5% | / | 5% | 9% | 0% | -4%
ALDH1A1 block | 3.5µM* | / | 8% | 1% | 2% | 7%
Tau FP inhib | 6% | 3% | 9% | 9% | -1% | -5%
Tau fluor counter | -3% | 0% | 9% | 3% | 0% | 0%
aGal spleen mod | 4% | 5% | -20% | -8% | -4% | 0%
TR SRC2 fluor cs | 0% | -2% | -4% | 1% | -2% | -7%

# Further entries follow:
entry	Structure	L3MBTL1 inh	TRb SRC2 PPI	Tau ThT inhib	ALDH1A1 block	Tau FP inhib	Tau fluor counter	aGal spleen mod	TR SRC2 fluor cs
13	COc1ccccc1C(=O)Nc1ccc(S(=O)(=O)Nc2cc(C)on2)cc1	9%	3%	-13%	13%	4%	-7%	5%	0%
14	CC(O)CN1C(=O)C(CC(=O)Nc2ccc(Cl)cc2)SC1=Nc1ccccc1 (stereo unspecified)	/	4%	-6%	22µM*	?	?	4%	0%
15	COCC(=O)Nc1ccccc1C(=O)NC(C)C	40%[activator]	8%	-9%	3%	0%	-7%	0%	1%
16	COC(=O)c1ccc(=O)c2nc3/c(=C/O)c(O)cc(=O)c3[nH]c12	/	?	/	/	-3%	?	2%	25µM*[quencher]
17	CCOc1ccc(Br)cc1S(=O)(=O)Nc1ccc(C(=O)OCC(=O)N(C)c2ccccc2)cc1	4%	-1%	6%	12%	-15%	-9%	-1%	2%
18	CCOC(=O)Cn1c(C)[n+](CC(=O)c2ccccc2)c2ccccc21	10%	-1%	5%	/	-1%	1%	2%	-1%
19	Cc1cccc(N2C(=O)/C(=C/c3cccnc3)SC2=S)c1	?	1%	?	/	8%	-6%	-5%	0%
20	COc1ccc(S(=O)(=O)CCC(=O)NC2CCCCC2)cc1	/	-12%	-5%	-8%	3%	-5%	-2%	-1%
21	Cc1ccc2cc(CN(CC3CCCO3)C(=O)C(C)C)c(=O)[nH]c2c1 (stereo unspecified)	7%	7%	-5%	?	1%	-4%	-4%	1%
22	CCC(C)(C(=O)NC1CCCC1)N(C(C)=O)c1ccc(C)cc1 (stereo unspecified)	/	-3%	-10%	6%	3%	-2%	2%	1%
23	COc1cc(/C=C2/NC(=O)N(Cc3ccccc3F)C2=O)cc(OC)c1OC	/	6%	-3%	2.5µM*	3%	-1%	2%	1%
24	CCCC(O)c1nc2ccccc2n1Cc1ccccc1OC (stereo unspecified)	/	2%	10%	/	1%	3%	/	-2%
25	CCOc1ccc(/C=C/C(=O)Nc2ccc(C(N)=O)cc2)cc1OC	8%	-26%	0%	?	-10%	-2%	6%	1%
26	CCc1nnc(SCc2cn3c(C)cc(C)nc3n2)n1N	5%	-23%	9%	?	-2%	9%	10%	1%
27	COc1ccc(OC)c(NC(=O)CSC2=Nc3ccccc3C3=NC(CCC(=O)NC4CCCCC4)C(=O)N23)c1 (stereo unspecified)	/	3%	-1%	/	-1%	2%	/	-1%
28	Cc1c(-n2c(SCC(C)C)nc3ccccc3c2=O)c(=O)n(-c2ccccc2)n1C	1%	-1%	2%	4%	4%	2%	-1%	-1%
29	Cc1ccc(C)c(C(=O)CN2C(=O)CCC2=O)c1	-4%	6%	-13%	7%	-4%	-4%	10%	2%
30	Clc1nc(-c2n[nH]nc2Cl)n[nH]1	14%	-3%	-4%	14%	2%	-2%	2%	-1%
31	COc1ccc(/C=C(/CC(=O)NCc2ccc(Cl)cc2)c2nc3ccccc3s2)cc1	0%	3%	-6%	?	0%	-16%	1%	-1%
32	COc1ccc(Cl)cc1NC(=O)Cn1c(=O)n2nc(-c3ccccc3)nc2c2ccccc21	/	-6%	-2%	/	-1%	-9%	/	0%
33	CCc1ccc(NC(=O)CC2C(=O)N(c3ccc(C)cc3)C(=O)N2C2CC2)cc1 (stereo unspecified)	7%	-1%	-13%	-14%	-3%	-18%	0%	-1%
34	COC(=O)c1ccccc1NC(=O)C1CCCN(c2nnc(C)c3c(C)n(-c4ccccc4)nc23)C1 (stereo unspecified)	/	-4%	3%	/	5%	4%	/	0%
35	Cc1oc2ncnc(N3CCCCC3)c2c1C(=O)N1CCN(c2cccc(C(F)(F)F)c2)CC1	/	5%	-12%	/	-9%	-19%	/	-6%
36	CC(NC(=O)CSc1ncccn1)c1ccccc1 (stereo unspecified)	-7%	0%	-10%	-3%	5%	2%	8%	0%

# Screen by screen, as entered above.
# ALDH1A1 block, nos. 25 to 29 → ?, ?, /, 4%, 7%
# aGal spleen mod, nos. 25 to 29 → 6%, 10%, /, -1%, 10%
# Tau fluor counter, nos. 25 to 29 → -2%, 9%, 2%, 2%, -4%

# The results go on:
entry	Structure	L3MBTL1 inh	TRb SRC2 PPI	Tau ThT inhib	ALDH1A1 block	Tau FP inhib	Tau fluor counter	aGal spleen mod	TR SRC2 fluor cs
37	CCOC(=O)C1=C(C)NC(=O)NC1	-4%	-5%	-16%	11%	-4%	-10%	11%	1%
38	Cc1ccccc1NC(=O)c1c(-c2ccccc2)noc1C	/	-2%	-5%	11%	-3%	-2%	4%	0%
39	Cc1cc(NC(=O)C2C3C(=O)N(CC4CCCO4)C(C(=O)NCc4ccccc4)C34C=CC2(C)O4)no1 (stereo unspecified)	-4%	-3%	-3%	7%	-10%	-5%	-9%	1%
40	O=C(CCCC(=O)OCC(=O)c1cccs1)Nc1ccc(F)cc1	-2%	-2%	-3%	3%	-10%	-7%	3%	-1%
41	CN(C)c1ccc(/C=N/NC(=O)Cn2nnc3ccccc32)cc1	-6%	5%	-15%	?	12%	-17%	2%	-1%
42	COc1cc2c(cc1NC(=S)Nc1cccc(C(F)(F)F)c1)oc1ccccc12	/	2%	?	?	?	13µM*[quencher]	-6%	-1%
43	CCNC(=O)CSc1nc2ccccc2c(=O)n1OC	1%	-2%	-2%	-10%	-1%	-5%	-10%	1%
44	CC(C)CCOP(=O)(c1ccc(N(C)C)cc1)C(O)c1ccccn1 (stereo unspecified)	2%	-4%	-5%	-8%	1%	5%	3%	-1%
45	CCCCn1cc(SCC(=O)O)c2ccccc21	-1%[11.4 µM]	-4%	-9%	?	6%	-2%	-9%	-1%
46	CCn1c(SCc2ccc(C(=O)Nc3nccs3)cc2)nnc1-c1ccc(N)cc1	/	7%	?	16%	-7%	-23%	7%	0%
47	COc1ccc(C)cc1NC(=O)c1cc2ccccc2cc1OCC(=O)NCc1ccco1	/	9%	-12%	?	-7%	-20%	-3%	-1%
48	CC(C)(C)c1nnc(NC(=O)CS(=O)(=O)Cc2ccccc2)s1	7%	0%	-10%	?	-2%	-4%	6%	0%
49	O=C(N/N=C/c1ccc(Br)s1)c1cccs1	8%	-4%	-10%	/	?	?	-1%	-2%
50	O=C(CNc1n[nH]c(=O)[nH]c1=O)N/N=C/C=C/c1ccccc1	6%	14%	?	/	-3%	-15%	11%	1%
51	O=C(COc1ccccc1)NCc1nnc(SCC(=O)Nc2nccs2)n1-c1ccccc1	/	3%	-7%	-3%	-5%	-9%	-5%	2%
52	CCC(C)Nc1nc(N)c([N+](=O)[O-])c(NCCO)n1 (stereo unspecified)	2%	6%	-5%	/	-2%	-8%	-7%	-1%
53	FC(F)Oc1ccc(NC(=S)NCc2ccco2)cc1Cl	-14%	-8%	-18%	14µM*	-9%	?	-9%	0%

# Assay outcomes from PubChem BioAssay.
